ER stress death – ER stress cell death inhibition; relative survival (cellular ATP), % at 15 µg/mL (by protocol); hit rate 0.33% among 48,000; CSM14.1 thapsigargin ER stress survival, ATP luminescence;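 active = survival measured by cellular ATP above 50% at 15 µg/ml in the first screen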;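 also: cell death triggered by about 15 µM thapsigargin; ATP read 24 h after thapsigargin was added; plate controls were thapsigargin with DMSO for no effect and DMSO without thapsigargin for full effect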
* marks the source's active call; other numbers are inactive results. Not all compounds are listed (hit frequency here may not be typical).

Preview, 4 compounds:
SMILES	ER stress death
NC(=S)NN=C1c2cc(S(=O)(=O)NCc3ccco3)ccc2-c2ccc(S(=O)(=O)NCc3ccco3)cc21	4
CCOC(=O)N1CCN(C(=O)/C(=C/c2ccc(OC)cc2)NC(=O)c2ccccc2)CC1	12
O=C(CC(c1ccccc1)S(=O)(=O)c1ccccc1)c1ccccc1 (stereo not drawn)	12
COc1cc(C2C3=C(CC(C)(C)CC3=O)OC3=C2C(=O)CC(C)(C)C3)ccc1OCc1cc2c(cc1Cl)OCO2	8

This part in full, previewed entries included:
SMILES	ER stress death
NC(=S)NN=C1c2cc(S(=O)(=O)NCc3ccco3)ccc2-c2ccc(S(=O)(=O)NCc3ccco3)cc21	4
CCOC(=O)N1CCN(C(=O)/C(=C/c2ccc(OC)cc2)NC(=O)c2ccccc2)CC1	12
O=C(CC(c1ccccc1)S(=O)(=O)c1ccccc1)c1ccccc1 (stereo not drawn)	12
COc1cc(C2C3=C(CC(C)(C)CC3=O)OC3=C2C(=O)CC(C)(C)C3)ccc1OCc1cc2c(cc1Cl)OCO2	8
COc1cc(NC(=O)COc2ccc(Cl)cc2Cl)ccc1NC(=O)c1ccco1	-4
CCn1c2ccccc2c2cc(CNc3cc([N+](=O)[O-])ccc3OC)ccc21	8
Cc1ccc(OCCOCCOc2ccc(Br)cc2/C=c2\sc3nc4ccccc4n3c2=O)cc1	6
CSc1nc2sc3c(c2c(=O)n1Cc1ccccc1)CCN(C)C3	0
CCc1cc2c(N3CCN(Cc4ccccc4)CC3)ncnc2s1	26
CC(C)c1ccc(NC(=O)C(=O)NCc2ccccn2)cc1	10

The last 5 records of the section before are carried over, then new ones follow:
SMILES	ER stress death
CCn1c2ccccc2c2cc(CNc3cc([N+](=O)[O-])ccc3OC)ccc21	8
Cc1ccc(OCCOCCOc2ccc(Br)cc2/C=c2\sc3nc4ccccc4n3c2=O)cc1	6
CSc1nc2sc3c(c2c(=O)n1Cc1ccccc1)CCN(C)C3	0
CCc1cc2c(N3CCN(Cc4ccccc4)CC3)ncnc2s1	26
CC(C)c1ccc(NC(=O)C(=O)NCc2ccccn2)cc1	10
COc1ccc(C(=O)Nc2cc(C(F)(F)F)cc(C(F)(F)F)c2)cc1	3
COc1ccc(NC(=O)Cc2nc3ccccc3[nH]2)cc1	5
CCCOc1ccc(/C=N/Nc2nc(-c3ccccc3)cc(-c3ccccc3O)n2)c(O)c1	5
CCC(C)NS(=O)(=O)c1ccc(Br)cc1 (stereo not drawn)	2
COc1ccc2ccccc2c1/C=C1\SC(=S)N(C2CCCCC2)C1=O	-2
CCOc1ccc(C(=O)Nc2cccc([N+](=O)[O-])c2)cc1Cl	1
COc1ccccc1-c1c(C(F)(F)F)oc2cc(OC(=O)c3ccccc3C)ccc2c1=O	-3
CCCCCCn1cnn2c(=O)cc(C)nc12	8
COc1cc(/C=N/Nc2nc(N3CCOCC3)nc(N3CCOCC3)n2)ccc1OC(=O)c1ccco1	13
C/C(CC(=O)NC12CC3CC(CC(C3)C1)C2)=N\NC(=O)c1ccc(-c2ccccc2)cc1	-1
CCc1ccccc1OCCCNC(C)(C)C	-6
COc1cc(NS(=O)(=O)c2cc(Cl)ccc2Cl)c2ncccc2c1	3
Fc1cccc(Nc2nc(-c3ccncc3)nc3ccccc23)c1	6
Cn1c(=O)[nH]c(=O)c2ncn(Cc3ccccc3)c21	3
COc1ccc2ccccc2c1/C=C1\SC(=O)N(c2ccccc2)C1=O	2
COc1cccc(CN2CCN(C3CCCCC3)CC2)c1	-1
CCOC(=O)c1c(NC(=O)c2ccccc2C)sc2c1CC(C)(C)OC2	3
O=C(Nc1cccc(C(F)(F)F)c1)c1ccc([N+](=O)[O-])o1	9
COc1ccc(NC(=O)c2ccc(Nc3nnc(C)c4ccccc34)cc2)cc1	-3
CCOC(=O)C1=C(C)N=c2s/c(=C\c3ccc4c(c3)OCO4)c(=O)n2C1c1ccc(F)cc1 (stereo not drawn)	1
CC1=C(C(=O)OC(C)C)C(c2cccc(Br)c2)C2=C(CCCC2=O)N1 (stereo not drawn)	3
COc1cccc2cc(-c3nc(-c4cccc([N+](=O)[O-])c4)cs3)c(=O)oc12	10
CC(C)=C1C2C=CC1C1C(=O)N(c3cccc(Br)c3)C(=O)C21 (stereo not drawn)	11
COc1cccc(NC2=C(Cl)C(=O)N(c3ccc(Cl)cc3)C2=O)c1	9
CCN(CC)CCOc1c(C)cc(C)cc1Cl	0
Cc1onc(-c2ccccc2Cl)c1C(=O)NCCc1nc2ccccc2[nH]1	4
COc1ccc(N2C(=O)NC(=O)/C(=C\c3ccc(OCc4ccc(C(=O)O)cc4)c(OC)c3)C2=O)cc1	-1
Cc1ccc(S(=O)(=O)N2C(=O)CC[C@@H]2C(=O)N2CCn3c4c(c5cc(C)ccc53)CCCC42)cc1 (stereo partly drawn)	-4
Cc1cc(C)nc(NC(=O)CCC(=O)O)c1	12
O=C(Nc1ccc2ccccc2c1)C1CC(=O)N(c2ccccc2)C1 (stereo not drawn)	10
Cc1cccc(C(=O)N2CCCCCC2)c1	2
COc1cc(C2NC(=S)NC(C)=C2C(=O)Nc2ccc(Cl)cc2)ccc1O (stereo not drawn)	0
O=C1c2cccc3cccc(c23)C(=O)N1CCOc1ccccc1Cl	-4
Clc1ccc(OCCSc2nnnn2-c2ccccc2)cc1	3
CC1CCc2c(sc(NC(=O)CCCOc3ccc(Cl)cc3Cl)c2C(N)=O)C1 (stereo not drawn)	11
O=C(c1ccccc1Br)N1C(=O)c2ccccc2S1(=O)=O	0
CC(C)c1ccccc1NC(=O)C1CC1	-2
CCOC(=O)C1CCN(C(=O)Cc2ccccc2OC)CC1	15
Cn1c(COc2ccc3ccccc3c2)nc2ccccc21	3
COc1ccc(NC(=O)c2ccccc2Cl)cc1Cl	0
O=C(Nc1ccc(OCc2ccccc2)cc1)c1cncc(Br)c1	8
COc1ccc(C2=NN(CN3C(=O)C(=O)c4cc(Br)ccc43)C(c3ccccc3)C2)cc1 (stereo not drawn)	-5
O=C(c1cccc(N2C(=O)C3C4C=CC(C4)C3C2=O)c1)c1cccc(N2C(=O)C3C4C=CC(C4)C3C2=O)c1 (stereo not drawn)	9
CCN(CC)S(=O)(=O)c1ccc(NC(=O)C(F)(F)F)cc1	5
CN1C(=O)C(=Cc2ccc(-c3cccc(Cl)c3Cl)o2)C(=O)N(C)C1=O	-5
O=[N+]([O-])c1ccc(-n2nncc2-c2ccccc2)cc1	5
Cc1c(NS(=O)(=O)c2cccc3c2C(=O)c2ccccc2C3=O)c(=O)n(-c2ccccc2)n1C	9
c1ccc2oc(-c3ccc(NCc4ccc5c(c4)OCO5)cc3)nc2c1	0
CCCCOc1ccc(C2C(C#N)=C(N)OC3=C2C(=O)CC(C)(C)C3)cc1 (stereo not drawn)	11
C=CCN=C1/C(=C(/O)CCC)C(=O)CC(C)(C)C1C(=O)OC (stereo not drawn)	2

The results go on.
SMILES	ER stress death
O=C(c1cc(N2CCOCC2)c(F)cc1[N+](=O)[O-])N1CCOCC1	-10
Cc1ccc(C(C)C)cc1OCC(=O)N=Nc1c(O)n(C)c2ccccc12	17
COc1ccc2nc(NC(C)=O)sc2c1	-1
CC1(C)C(c2ccco2)=[N+]([O-])C2(CCCCC/C2=N\O)N1O (stereo not drawn)	13
COc1ccc(/C=C2\SC(=S)N(NC(=O)c3cccnc3)C2=O)cc1	4
Cc1cc(OCC(=O)N2CCC(C(N)=O)CC2)ccc1Br	6
CCOC(=O)c1c(C)n(-c2ccc(OC)cc2)c2ccc(O)cc12	-2
O=c1c2c(nc3cc(-c4cccs4)[nH]n13)CCC2	8
O=C(CN1C(=O)/C(=C/c2ccccc2Cl)SC1=S)Nc1cccc(C(=O)O)c1	0
COc1cc(/C=N/NC(=O)COc2ccccc2C)c(Br)c(Br)c1O	8

In another format: 4 of the compounds above.
| SMILES | ER stress death |
| --- | --- |
| Cc1ccc(C(C)C)cc1OCC(=O)N=Nc1c(O)n(C)c2ccccc12 | 17 |
| O=C(c1cc(N2CCOCC2)c(F)cc1[N+](=O)[O-])N1CCOCC1 | -10 |
| COc1ccc2nc(NC(C)=O)sc2c1 | -1 |
| CCOC(=O)c1c(C)n(-c2ccc(OC)cc2)c2ccc(O)cc12 | -2 |

Continuation.
SMILES	ER stress death
COc1ccc(CCN=CC2=C(O)CC(c3ccccc3)CC2=O)cc1 (stereo not drawn)	9
O=C(/C=C/c1ccc(F)cc1)N1CCC(CN2C(=O)c3cccc4cccc(c34)C2=O)CC1	3
Cc1c(C(=O)Nc2ccc(N(C)C)cc2)cccc1[N+](=O)[O-]	7
CC1=C(C)CC2C(=O)N(c3ccc(Br)cc3)C(=O)C2C1 (stereo not drawn)	7
O=S1(=O)C[C@H](OS(=O)(=O)c2ccc(Cl)cc2)[C@@H](OS(=O)(=O)c2ccc(Cl)cc2)C1	10
CC(C)C(=O)Nc1ccc2oc3ccccc3c2c1	6
Cc1ccc(S(=O)(=O)Nc2ccc3c(c2)nc(C)n3Cc2ccccc2)cc1	7
Cc1ccccc1NC(=O)c1c(NC(=O)c2cccs2)sc2c1CCCCC2	4
COc1ccc(/C=C/C(=O)c2c(C)nc3ccc(Br)cc3c2-c2ccccc2)cc1OC	-1
COc1ccc(CN2CCN(C(=O)c3cccc(Cl)c3)CC2)c(OC)c1OC	2
Cc1cc(C)nc(NC(=O)/C=C/c2ccc(Cl)cc2Cl)c1	1
O=C(Cc1c(O)c2ccccc2[nH]c1=O)NCc1ccncc1	6
CCc1ccc(N2CC(C(=O)Nc3cccc(C(F)(F)F)c3)CC2=O)cc1 (stereo not drawn)	-1
O=C1CC(n2ccnc2)C(=O)N1c1ccccc1 (stereo not drawn)	0
COc1ccc(C2CC(=O)C3=C(C2)Nc2ccccc2NC3c2cccc(Oc3ccccc3)c2)cc1OC (stereo not drawn)	85*
Cc1cc(C)c(S(=O)(=O)Nc2ccc3oc4c(c3c2)C(=O)CC(C)(C)C4)c(C)c1	12
Cc1[nH]c2ccc(C(=O)O)cc2c(=O)c1CC=C(Cl)Cl	8
O=C(Nc1nc(-c2cccc3ccccc23)cs1)c1ccc(Cl)cc1	8
O=C(Nc1nc(-c2ccc(Br)cc2)cs1)c1cc2ccccc2o1	7
Cc1ccc(Cc2cnc(CN(C)C)c(O)c2)cc1	6
O=C(COc1ccc2c3c(c(=O)oc2c1)CCCC3)c1ccc(F)cc1	6
O=C(O)c1cc(NC(=O)c2cccc(Oc3ccc([N+](=O)[O-])cc3)c2)cc(C(=O)O)c1	9
COc1cc(/C=C2\C(=O)N(c3ccc(S(N)(=O)=O)cc3)N=C2C)cc(I)c1O	4
COC(=O)c1cc(NC(=O)/C=C/c2ccc(OC)cc2)cc(C(=O)OC)c1	-1
COC(=O)C1=C(C)NC(=O)NC1c1ccccc1F (stereo not drawn)	8
Clc1ccccc1-n1ncnc1-c1cccc(Br)c1	4
O=C1CC(N2CCN(Cc3ccc4c(c3)OCO4)CC2)C(=O)N1c1cc(Cl)cc(Cl)c1 (stereo not drawn)	2
Nc1nnc(SCc2ccccc2[N+](=O)[O-])s1	10
Cc1ccccc1N1C(=O)/C(=C\c2cccs2)SC1=S	9
COc1ccc(/C=c2\sc3n(c2=O)C(c2ccc(OC)cc2)C(C(=O)OC(C)C)=C(C)N=3)cc1 (stereo not drawn)	3
COC(=O)c1c(NC(=O)c2cccc(F)c2)sc2c1CCCCC2	8
COc1cc(OC)cc(C(=O)Nc2ccc3oc(-c4ccc(I)cc4)nc3c2)c1	-5
COc1ccc(/C=C2\SC(=S)N(c3cccc(F)c3)C2=O)c(OC)c1	9
CC(Nc1cc(N2CCN(C)CC2)ccc1[N+](=O)[O-])C12CC3CC(CC(C3)C1)C2 (stereo not drawn)	-2
Cc1ccc(Nc2nc(-c3ccc(S(=O)(=O)N4CCOCC4)cc3)cs2)cc1Cl	6
CCOC(=O)c1cccc(NC(=O)COc2ccccc2)c1	-5
Cn1cc(Cl)c(C(=O)OCC(=O)Nc2ccccc2)n1	-1
NC(=O)c1cc(NC(=O)C(c2ccccc2)c2ccccc2)c(Cl)cc1Cl	5
CCOc1ccc(NC(=O)c2c(NC(=O)CCC(=O)O)sc3c2CCC(C)C3)cc1 (stereo not drawn)	0
CCOC(=O)COc1ccc(/C=N/N(C)c2ccccc2)cc1OC	5

3 structures from above, ordered by number of heavy atoms, rising:
SMILES	ER stress death
COC(=O)c1c(NC(=O)c2cccc(F)c2)sc2c1CCCCC2	8
Cc1ccc(Nc2nc(-c3ccc(S(=O)(=O)N4CCOCC4)cc3)cs2)cc1Cl	6
CCOc1ccc(NC(=O)c2c(NC(=O)CCC(=O)O)sc3c2CCC(C)C3)cc1 (stereo not drawn)	0

Remaining list, next part
SMILES	ER stress death
Cc1ccc(CNC(=O)c2ccc([N+](=O)[O-])cc2Cl)cc1	8
COc1cccc(-c2nnc(NC(=O)Nc3ccc(Cl)c(Cl)c3)s2)c1	8
CN1C(=O)/C(=C\c2ccc(-c3cc(Cl)cc(Cl)c3)o2)SC1=S	12
Cc1c(C(=O)NC2CCSC2=O)cccc1[N+](=O)[O-] (stereo not drawn)	21
O=C(Cc1ccc(Br)cc1)Nc1cc([N+](=O)[O-])ccc1Cl	10
COCCCNC(=O)c1ccc(OC)cc1	4
CC1(C)CC(NC(=O)c2cccc([N+](=O)[O-])c2)CC(C)(C)N1	-3
COc1ccc(C(=O)N=Nc2c(O)n(CN3CCN(C)CC3)c3ccc(Br)cc23)cc1	-4
CCOc1ccc(N2C(=O)/C(=C/c3ccc(N(CC)CC)o3)C(=O)NC2=S)cc1	-1
O=C(N/N=C/c1cc(Cl)ccc1OCc1c(F)cccc1Cl)c1cccnc1	6
CCCOc1ccc(N2C(=O)CC(N(CCc3ccc(OC)c(OC)c3)C(=O)CC)C2=O)cc1 (stereo not drawn)	-1
Cc1cc2nc(-c3ccc(C)c(NC(=O)c4ccco4)c3)oc2cc1C	7
CCN(CC)CCP(=O)(c1ccccc1)c1ccccc1	-8
